Screening results: PubChem BioAssay, several laboratories
Rv3671c inh: inhibits the M. tuberculosis serine protease Rv3671c. inhibition, % at 5.96 µM. P9WHR9. 0.048% of 320,000 active; in the data active = inhibition above about 38%;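 note: extracellular domain of Rv3671c used as enzyme; 0% = enzyme with DMSO and 100% = no enzyme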
Target sequence (P9WHR9 whole entry, looked up, the tested form may be a part): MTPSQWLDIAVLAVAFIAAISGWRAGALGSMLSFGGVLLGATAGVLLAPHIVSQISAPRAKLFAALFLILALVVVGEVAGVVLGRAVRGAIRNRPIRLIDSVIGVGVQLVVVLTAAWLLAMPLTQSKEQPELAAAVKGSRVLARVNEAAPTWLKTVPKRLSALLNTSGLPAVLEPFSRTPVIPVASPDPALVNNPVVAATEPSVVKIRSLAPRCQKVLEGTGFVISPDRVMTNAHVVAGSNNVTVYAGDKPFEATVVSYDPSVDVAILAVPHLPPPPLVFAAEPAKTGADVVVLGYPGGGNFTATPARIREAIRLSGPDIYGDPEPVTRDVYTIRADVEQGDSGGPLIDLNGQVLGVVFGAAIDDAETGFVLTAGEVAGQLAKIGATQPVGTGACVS
MazF activator: activators of E. coli MazEF toxin-antitoxin RNase; 0.32% of 350,000 active; activation, % at 20 µM; P0AE70; FAM/BHQ RNA-DNA oligo cleavage fluorescence, 5 h; in the data active = activation above about 50%
Target sequence (P0AE70 whole entry, looked up): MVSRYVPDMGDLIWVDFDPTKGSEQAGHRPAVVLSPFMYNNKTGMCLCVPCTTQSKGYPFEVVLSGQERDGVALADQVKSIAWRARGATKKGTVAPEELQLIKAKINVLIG
BoNT-F LC inh: inhibitors of Botulinum neurotoxin F light chain protease | Multiplex microsphere protease cleavage assay, flow cytometry | inhibition, % at 10 µM | 0.22% of 360,000 active | AID 588497; in the data active = inhibition above about 35%, passing the limit was not always enough; inconclusive = no clear call, values can overlap the other calls; note: plate controls were buffer without enzyme for full effect and enzyme alone for no effect
CCHFV vOTU inh: CCHFV vOTU protease inhibition | Pep-AMC fluorescence | inhibition, % at 11.5 µM | 0.55% of 370,000 active | AID 651958; in the data active = inhibition above about 30%; note: 0% = vehicle wells with enzyme and 100% = no enzyme wells
BoNT-A LC inh2: inhibitors of Botulinum neurotoxin A light chain protease | multiplex microsphere protease substrate cleavage, flow cytometry | AID 588499 | 0.17% of 360,000 active | inhibition, % at 10 µM; note: plate controls were buffer without enzyme for full effect and enzyme alone for no effect
PrPC surface inh: cell surface PrPC inhibition, primary TR-FRET screen | TR-FRET read-out | inhibition, % at 13.8 µM | 0.43% of 370,000 active | AID 720596; in the data active = inhibition above about 24%; note: 0% = median of the test wells and 100% = reference compound wells
SARS 3CLpro inh: SARS-CoV 3CLpro protease inhibition; P0C6X7; AID 1706; 0.14% of 290,000 active; recombinant SARS-CoV 3CLpro, quenched FRET peptide cleavage; inhibition, % at 6 µM; in the data active = inhibition above about 12%
Anthrax LF prot: blocks Bacillus anthracis lethal factor protease. P15917. multiplex microsphere protease cleavage assay, LF. inhibition, % at 10 µM. 0.12% of 360,000 active; note: plate controls were buffer without enzyme for full effect and enzyme alone for no effect
PriA SSB inh: K. pneumoniae PriA-SSBct interaction inhibition; AlphaScreen SSBct-PriA binding, biotinylated peptide; inhibition, % at 33 µM; 0.6% of 430,000 active; in the data active = inhibition mostly above about 37%, no sharp cut-off; inactive = mostly below about 20%;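 note: plate controls were negative control peptide for no effect and reference peptide for full effect; strong numbers were not always called active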
DUSP3 inh: blocks human VHR1 dual specificity phosphatase | 0.52% of 290,000 active | recombinant VHR phosphatase, pNPP absorbance | inhibition, % at 13.3 µM | P51452; in the data active = inhibition above about 50%; note: some compounds called inactive have numbers as strong as hits
Target sequence (P51452 whole entry, looked up): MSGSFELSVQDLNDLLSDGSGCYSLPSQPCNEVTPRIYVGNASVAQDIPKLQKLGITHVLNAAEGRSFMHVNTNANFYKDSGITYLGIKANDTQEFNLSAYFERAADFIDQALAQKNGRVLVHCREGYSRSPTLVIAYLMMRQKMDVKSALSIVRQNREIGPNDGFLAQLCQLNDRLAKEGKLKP
The depositor's hits bear a star; & = joins results of further samples. Cut-off read from the data, not from the text of the source, unless noted: active = inhibition above about 30%; inconclusive = no clear call, values can overlap the other calls; inactive = below that. Some of the compounds tested; the hit share may differ from the screen's.

Results for O=C(NNC(=S)Nc1ccc(F)c(Cl)c1)C1CC1 ?
Rv3671c inh: 5; MazF activator: 13; BoNT-F LC inh: -3; CCHFV vOTU inh: -8; BoNT-A LC inh2: -1.1; PrPC surface inh: -2; SARS 3CLpro inh: 1; Anthrax LF prot: -7; PriA SSB inh: 1; DUSP3 inh: 8

How did CC(=O)Nc1cccc(NC(=O)CSc2nc3c(c(=O)n(C)c(=O)n3C)n2C)c1 do in these assays?
Rv3671c inh: -1; MazF activator: 8; BoNT-F LC inh: 2; CCHFV vOTU inh: 3; BoNT-A LC inh2: 2.1; PrPC surface inh: 1; SARS 3CLpro inh: 5; Anthrax LF prot: 1; PriA SSB inh: -10; DUSP3 inh: 31

How did Cc1nc2nc(C)c(CCC(=O)N3CCN(c4ccccn4)CC3)c(C)n2n1 do in these assays?
Rv3671c inh: -1; MazF activator: -3; BoNT-F LC inh: -3; CCHFV vOTU inh: -12; BoNT-A LC inh2: -1.2; PrPC surface inh: -4; SARS 3CLpro inh: -1; Anthrax LF prot: -5; PriA SSB inh: -3; DUSP3 inh: 23

Results for Cc1ccc(S(=O)(=O)N2CCC(C(=O)OCC(=O)N3CC(=O)Nc4ccccc43)CC2)cc1 ?
Rv3671c inh: -1; MazF activator: -15; BoNT-F LC inh: -5; CCHFV vOTU inh: -8; BoNT-A LC inh2: inconclusive; PrPC surface inh: 5; SARS 3CLpro inh: 3; Anthrax LF prot: -2; PriA SSB inh: -15; DUSP3 inh: 10

What do the screens show for `O=C(C[C@@H]1C/C=C\CC[C@@H](Cc2ccc(F)cc2)C(=O)OC[C@@H](Cc2ccccc2)NC1=O)NCCO`?
Rv3671c inh: -4; MazF activator: 3; BoNT-F LC inh: -3; CCHFV vOTU inh: -7; BoNT-A LC inh2: -0.2; PrPC surface inh: 6; Anthrax LF prot: -8

Results for COc1ccc(C2=NOC(C(=O)N3CCN(c4ccccc4OC)CC3)C2)cc1 (configuration not stated) ?
Rv3671c inh: 1; MazF activator: 7; BoNT-F LC inh: -5; CCHFV vOTU inh: -5; BoNT-A LC inh2: -0.1; PrPC surface inh: -5; SARS 3CLpro inh: -4; Anthrax LF prot: 0; PriA SSB inh: -10; DUSP3 inh: 25

How did COc1ccc(-c2cnnc(N/N=C/c3c(C)nn(-c4ccccc4)c3Cl)n2)cc1 do in these assays?
Rv3671c inh: -5; MazF activator: 2; BoNT-F LC inh: 6; CCHFV vOTU inh: -2; BoNT-A LC inh2: 0.6; PrPC surface inh: 6; SARS 3CLpro inh: -2; Anthrax LF prot: 2; DUSP3 inh: -2

How did COc1ccc(CN2C(=O)C(CC(=O)NCCN3CCOCC3)CC(C(=O)N(C)C)=C2C)cc1 (configuration not stated) do in these assays?
MazF activator: -9; BoNT-F LC inh: -6; CCHFV vOTU inh: -1; BoNT-A LC inh2: -0.3; PrPC surface inh: 1; Anthrax LF prot: 3

How did O=C(C[C@@H]1C/C=C\CC[C@H](Cc2ccc(F)cc2)C(=O)OC[C@@H](Cc2ccccc2)NC1=O)NCCO do in these assays?
Rv3671c inh: 5; MazF activator: -1; BoNT-F LC inh: -6; CCHFV vOTU inh: 0; BoNT-A LC inh2: -0.5; PrPC surface inh: -7; Anthrax LF prot: -4

Results for COc1ccc(OCCCC(=O)NC(C)c2ccccc2)cc1 (configuration not stated) ?
Rv3671c inh: 4; MazF activator: -8; BoNT-F LC inh: -8; CCHFV vOTU inh: 9; BoNT-A LC inh2: -0.8; PrPC surface inh: 9; SARS 3CLpro inh: 0; Anthrax LF prot: -1; PriA SSB inh: -6; DUSP3 inh: 12

Results for Cc1cc(-c2nnc(SCC(=O)Nc3ccc(C)c(C)c3)n2N)n[nH]1 ?
Rv3671c inh: -3; MazF activator: 7; BoNT-F LC inh: -4; CCHFV vOTU inh: 4; BoNT-A LC inh2: 1.2; PrPC surface inh: 6; SARS 3CLpro inh: -2; Anthrax LF prot: -2; PriA SSB inh: -8; DUSP3 inh: 8

How did O=C(Nc1ccccc1C(=O)N1CCCC1)C1COc2ccccc2O1 (configuration not stated) do in these assays?
Rv3671c inh: 7; MazF activator: -1; BoNT-F LC inh: -2; CCHFV vOTU inh: 0; BoNT-A LC inh2: -1.3; PrPC surface inh: 5; SARS 3CLpro inh: 3; Anthrax LF prot: -6; PriA SSB inh: 0; DUSP3 inh: 22

What do the screens show for `O=C(Nc1nc2ccccc2s1)c1cc(-c2ccco2)nc2ccccc12`?
Rv3671c inh: -20; MazF activator: -3; BoNT-F LC inh: 2; CCHFV vOTU inh: -17; BoNT-A LC inh2: 2.4; PrPC surface inh: -3; SARS 3CLpro inh: -6; Anthrax LF prot: 3; PriA SSB inh: 5; DUSP3 inh: 21

What do the screens show for `CCC(CC)C(=O)N1c2ccc(F)cc2CCC1C` (configuration not stated)?
Rv3671c inh: 1; MazF activator: 5; BoNT-F LC inh: -29; CCHFV vOTU inh: 4; BoNT-A LC inh2: -0.3; PrPC surface inh: -7; SARS 3CLpro inh: -4; Anthrax LF prot: 0; PriA SSB inh: -1; DUSP3 inh: 28

What do the screens show for `CN1C=CC(C(C(N)=O)c2ccccc2)c2ccccc21` (configuration not stated)?
MazF activator: -1; BoNT-F LC inh: -2; CCHFV vOTU inh: -6; BoNT-A LC inh2: 0.0; PrPC surface inh: -3; Anthrax LF prot: -3

What do the screens show for `CCC(=O)N(Cc1ccc(S(N)(=O)=O)cc1)C1CC(=O)N(c2ccccc2)C1=O` (configuration not stated)?
Rv3671c inh: -4; MazF activator: 2; BoNT-F LC inh: 2; CCHFV vOTU inh: -3; BoNT-A LC inh2: -0.8; PrPC surface inh: 8; SARS 3CLpro inh: -1; Anthrax LF prot: 0; PriA SSB inh: -9; DUSP3 inh: 41

What do the screens show for `CCOc1cc(S(=O)(=O)NC2CC2)c(OCC)cc1-n1cnnn1`?
Rv3671c inh: -6; MazF activator: -7; BoNT-F LC inh: 28; CCHFV vOTU inh: -11; BoNT-A LC inh2: 3.4; PrPC surface inh: -5; SARS 3CLpro inh: -1; Anthrax LF prot: -2; PriA SSB inh: -9; DUSP3 inh: 13

Results for COC(=O)c1ccc2c(=O)n(Cc3ccc(C(=O)NC(C)C)cc3)c(=S)[nH]c2c1 ?
Rv3671c inh: 5; MazF activator: 1; BoNT-F LC inh: -5; CCHFV vOTU inh: -2; BoNT-A LC inh2: -0.3; PrPC surface inh: -2; SARS 3CLpro inh: 0; Anthrax LF prot: -1; PriA SSB inh: 0; DUSP3 inh: 10

Results for Cc1cccc(C)c1N(CC(=O)NC1CCCCC1)C(=O)c1csnn1 ?
Rv3671c inh: -10; MazF activator: 7; BoNT-F LC inh: -1; CCHFV vOTU inh: 5; BoNT-A LC inh2: -1.7; PrPC surface inh: 2; SARS 3CLpro inh: 4; Anthrax LF prot: 6; PriA SSB inh: -2; DUSP3 inh: 8

Results for CCc1ccccc1NC(=O)c1cccc(NC(=O)/C=C/c2ccco2)c1 ?
Rv3671c inh: -18; MazF activator: 3; BoNT-F LC inh: 0; CCHFV vOTU inh: 20; BoNT-A LC inh2: 0.3; PrPC surface inh: 4; SARS 3CLpro inh: 0; Anthrax LF prot: 0; PriA SSB inh: -2; DUSP3 inh: 18

Brought forward from above: two entries; new compounds follow.
Results for Cc1cccc(C)c1N(CC(=O)NC1CCCCC1)C(=O)c1csnn1 ?
Rv3671c inh: -10; MazF activator: 7; BoNT-F LC inh: -1; CCHFV vOTU inh: 5; BoNT-A LC inh2: -1.7; PrPC surface inh: 2; SARS 3CLpro inh: 4; Anthrax LF prot: 6; PriA SSB inh: -2; DUSP3 inh: 8

Results for CCc1ccccc1NC(=O)c1cccc(NC(=O)/C=C/c2ccco2)c1 ?
Rv3671c inh: -18; MazF activator: 3; BoNT-F LC inh: 0; CCHFV vOTU inh: 20; BoNT-A LC inh2: 0.3; PrPC surface inh: 4; SARS 3CLpro inh: 0; Anthrax LF prot: 0; PriA SSB inh: -2; DUSP3 inh: 18

Results for O=C(O)/C(=C1\OC(=O)c2ccccc21)c1ccccc1 ?
Rv3671c inh: 6; MazF activator: 7; BoNT-F LC inh: -12; CCHFV vOTU inh: 5; BoNT-A LC inh2: 0.0; PrPC surface inh: -5; SARS 3CLpro inh: 2; Anthrax LF prot: 2; PriA SSB inh: -19; DUSP3 inh: 31

How did CC(=O)Nc1sc2c(c1C#N)CCN(Cc1ccccc1)C2 do in these assays?
Rv3671c inh: 0; MazF activator: -42; BoNT-F LC inh: -2; CCHFV vOTU inh: -4; BoNT-A LC inh2: -0.5; PrPC surface inh: -1; SARS 3CLpro inh: -1; Anthrax LF prot: -6; PriA SSB inh: 4&-6; DUSP3 inh: 17

Results for COCCCn1c(SCC(=O)O)nc2cc(OC)c(OC)cc2c1=N ?
Rv3671c inh: -2; MazF activator: 1; BoNT-F LC inh: -2; CCHFV vOTU inh: -13; BoNT-A LC inh2: 0.0; PrPC surface inh: -5; SARS 3CLpro inh: 2; Anthrax LF prot: -8; PriA SSB inh: 6; DUSP3 inh: 18

What do the screens show for `CCn1c(=O)c(=O)[nH]c2c(=O)oc3ccc(S(=O)(=O)Nc4ccccc4)cc3c21`?
Rv3671c inh: 2; MazF activator: -2; BoNT-F LC inh: 2; CCHFV vOTU inh: 4; BoNT-A LC inh2: 1.2; PrPC surface inh: 2; SARS 3CLpro inh: -2; Anthrax LF prot: -4; PriA SSB inh: -2; DUSP3 inh: 13

Results for CC(C)(O)/C=C1/Oc2ccccc2C1N1CCCCC1 (configuration not stated) ?
Rv3671c inh: 2; MazF activator: 4; BoNT-F LC inh: -3; CCHFV vOTU inh: 7; BoNT-A LC inh2: -0.1; PrPC surface inh: -3; SARS 3CLpro inh: 0; Anthrax LF prot: -2; PriA SSB inh: -14; DUSP3 inh: 8

What do the screens show for `CCOC(=O)NC(=O)/C(C#N)=C\Nc1ccc(Cl)cc1Cl`?
Rv3671c inh: 4; MazF activator: -11; BoNT-F LC inh: -3; CCHFV vOTU inh: -8; BoNT-A LC inh2: -0.5; PrPC surface inh: 3; SARS 3CLpro inh: 0; Anthrax LF prot: -1; PriA SSB inh: 0; DUSP3 inh: 5

How did C/C=C/CSc1nc2c(c(=O)[nH]c(=O)n2C)n1CCC do in these assays?
Rv3671c inh: 0; MazF activator: 6; BoNT-F LC inh: -24; CCHFV vOTU inh: 4; BoNT-A LC inh2: -0.3; PrPC surface inh: 1; SARS 3CLpro inh: 1; Anthrax LF prot: 0; PriA SSB inh: 2; DUSP3 inh: 12

Results for CCc1ccc(NC(=O)CSC2=C(C#N)C(c3ccc4c(c3)OCO4)CC(=O)N2)cc1 (configuration not stated) ?
Rv3671c inh: -3; MazF activator: -1; BoNT-F LC inh: 3; CCHFV vOTU inh: 10; BoNT-A LC inh2: 0.6; PrPC surface inh: 18; SARS 3CLpro inh: 5; Anthrax LF prot: -3; PriA SSB inh: 3

What do the screens show for `O=C1C(=Cc2ccc(Cl)cc2)Cc2ccccc21`?
BoNT-F LC inh: 2; CCHFV vOTU inh: 4; BoNT-A LC inh2: -0.1; PrPC surface inh: -10; Anthrax LF prot: -3

Results for NS(=O)(=O)c1ccc(CCNC(=O)CCCCCn2c(=S)[nH]c3ccc(Br)cc3c2=O)cc1 ?
Rv3671c inh: -93; MazF activator: 12; BoNT-F LC inh: 7; CCHFV vOTU inh: 2; BoNT-A LC inh2: -2.1; PrPC surface inh: 25*; SARS 3CLpro inh: 4; Anthrax LF prot: 3; PriA SSB inh: 8; DUSP3 inh: 15

What do the screens show for `CN(C)S(=O)(=O)N(CC(=O)NCCSCc1ccccc1)c1ccccc1`?
Rv3671c inh: -3; MazF activator: -17; BoNT-F LC inh: 1; CCHFV vOTU inh: 7; BoNT-A LC inh2: -0.7; PrPC surface inh: 5; SARS 3CLpro inh: 1; Anthrax LF prot: -1; PriA SSB inh: -7; DUSP3 inh: 24

Results for O=C(CCCN1C(=O)c2ccccc2C1=O)NCc1ccc(F)cc1 ?
Rv3671c inh: -6; MazF activator: 2; BoNT-F LC inh: inconclusive; CCHFV vOTU inh: 4; BoNT-A LC inh2: -8.2; PrPC surface inh: -3; SARS 3CLpro inh: -2; Anthrax LF prot: -3; PriA SSB inh: 2; DUSP3 inh: 28
